High-throughput results: PubChem, several laboratories
CRFR2-BP ag: agonists of human CRF-binding protein/CRF-R2 receptor complex. activation, % at 13.2 µM. HEK293 CRF-R2/CRF-BP, calcium dye fluorescence (FLIPR); percent of saturating CRF peptide response. AID 588473. actives 0.46% (n = 350,000);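 active = activation of at least 50%, plus an integration ratio under a set limit after plate pattern correction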;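 note: plate controls were neutral control wells without compound for no effect and CRF at EC100 for full effect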
CHRM5 agonist: agonists of human muscarinic M5 receptor (CHRM5) | P08912 | CHO-K1 hM5 cells, Fluo-8 calcium fluorescence; 0% DMSO wells, 100% maximal acetylcholine response | activation, % at 3 µM | actives 0.19% (n = 360,000) | AID 624037;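 active = activation above the run's mean over test compounds plus 3 SD, cut at about 23% in these data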;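 note: signal is peak over basal fluorescence ratio across the kinetic read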
M4 ag: agonists of human muscarinic M4 receptor (CHRM4); P08173; CHO-K1 hM4/Gqi5, Fluo-8 calcium fluorescence; vehicle 0%, full acetylcholine response 100%; activation, % at 3 µM; actives 0.14% (n = 360,000); AID 624127;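 active = activation above the run mean over all test wells plus 3 SD, cut at about 32% in these data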;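 note: peak over basal fluorescence ratio per well then scaled between controls; 0% = DMSO wells and 100% = acetylcholine at EC100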
Target sequence (P08173 whole entry, looked up): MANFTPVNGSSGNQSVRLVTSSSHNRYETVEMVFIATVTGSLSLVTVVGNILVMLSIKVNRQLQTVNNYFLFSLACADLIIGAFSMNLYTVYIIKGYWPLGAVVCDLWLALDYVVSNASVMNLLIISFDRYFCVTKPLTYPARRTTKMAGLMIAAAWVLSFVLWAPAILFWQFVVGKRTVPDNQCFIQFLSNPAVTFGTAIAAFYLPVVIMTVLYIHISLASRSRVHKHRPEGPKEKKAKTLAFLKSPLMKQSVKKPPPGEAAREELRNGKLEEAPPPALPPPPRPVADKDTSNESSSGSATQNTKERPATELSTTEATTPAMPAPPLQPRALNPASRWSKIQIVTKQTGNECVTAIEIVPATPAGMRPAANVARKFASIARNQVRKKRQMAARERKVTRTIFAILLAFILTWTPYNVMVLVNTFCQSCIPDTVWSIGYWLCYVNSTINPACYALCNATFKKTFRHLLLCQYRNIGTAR
CHRM4 antagonist: blocks acetylcholine activation of human M4 receptor | actives 0.73% (n = 360,000) | inhibition, % at 3 µM | CHO-hM4 cells, ACh EC80, Fluo-8 calcium fluorescence | P08173;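 active = inhibition above its plate's cutoff, the mean inhibition of sample wells plus 3 SD, cut at about 27% in these data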;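 note: 0% = acetylcholine EC80 with DMSO and 100% = DMSO without agonist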
M5 PAM: CHRM5 positive allosteric modulation. P08912. CHO-K1 hM5, Fluo-8 calcium, ACh EC20 PAM; 0% = ACh EC20, 100% = ACh EC100. activation, % at 3 µM. actives 0.3% (n = 360,000);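 active = activation above the run cutoff, the mean activation of all test compounds plus 3 SD, cut at about 18% in these data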
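System: CHO-K1 hM5 cells. Reagent: acetylcholine, EC20 level. Compound dosing: single dose, 3 µM nominal final test concentration. Timing: Post-acetylcholine fluorescence recording 140 s. Detection: Fluo-8 calcium fluorescence. Read-out: % activation, ACh-normalized. Benchmarks: ACh EC20 and EC100 wells. Repeats: singlicate, one well per test compound.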
M4 PAM: potentiates acetylcholine response at human M4 receptor. CHO-K1 hM4/Gqi5, Fluo-8 calcium fluorescence, ACh EC20; 0% = ACh EC20, 100% = maximal ACh. activation, % at 3 µM. actives 0.4% (n = 360,000). AID 624126;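 active = activation above its plate's cutoff, the mean activation of sample wells plus 3 SD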; note: some results filed as inactive read as strong as hits
CHRM1 PAM: potentiates human M1 receptor response to acetylcholine; CHO-K1 hM1, Fluo-8 calcium fluorescence, ACh EC20; 0% = ACh EC20, 100% = maximal ACh; activation, % at 3 µM; actives 0.088% (n = 360,000); AID 588819; in the data active = activation above about 19%, passing the limit was not always enough
Target sequence (P11229 whole entry, looked up): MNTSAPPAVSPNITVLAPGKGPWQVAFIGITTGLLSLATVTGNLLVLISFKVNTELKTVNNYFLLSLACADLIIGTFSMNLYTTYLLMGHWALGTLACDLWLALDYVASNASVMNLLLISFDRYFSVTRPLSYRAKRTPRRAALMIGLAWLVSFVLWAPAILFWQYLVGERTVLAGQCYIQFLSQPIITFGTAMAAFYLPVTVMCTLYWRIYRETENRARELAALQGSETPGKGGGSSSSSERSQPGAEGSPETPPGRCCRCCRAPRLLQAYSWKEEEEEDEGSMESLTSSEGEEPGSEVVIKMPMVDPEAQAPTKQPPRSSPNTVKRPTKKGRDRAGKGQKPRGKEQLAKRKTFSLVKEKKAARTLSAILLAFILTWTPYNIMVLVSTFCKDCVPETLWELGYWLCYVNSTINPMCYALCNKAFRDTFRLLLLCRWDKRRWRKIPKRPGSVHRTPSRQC
CHRM5 antagonist: blocks acetylcholine activation of human M5 receptor; P08912; CHO-hM5 cells, Fluo-8 calcium fluorescence, ACh EC80; inhibition, % at 3 µM; actives 0.59% (n = 360,000);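 active = inhibition above a per-plate cutoff, the mean of that plate's test compounds plus 3 SD, cut at about 27% in these data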;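 note: 0% = acetylcholine EC80 with DMSO and 100% = DMSO without agonist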
CRFBP-R2 block: antagonists of CRF-binding protein/CRF-R2 receptor complex. actives 0.59% (n = 350,000). HEK293 CRF-R2/CRF-BP, CRF-induced calcium fluorescence. inhibition, % at 11.8 µM;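 active = inhibition of the ligand-induced calcium signal above about 50% at the single tested concentration, limit read from the data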
* marks the source's active call; other numbers are inactive results; / = not tested or not shown.

SMILES	CRFR2-BP ag	CHRM5 agonist	M4 ag	CHRM4 antagonist	M5 PAM	M4 PAM	CHRM1 PAM	CHRM5 antagonist	CRFBP-R2 block
CCC(=O)Nc1ccc(C(=O)COC(=O)Cc2ccsc2)cc1	-0.7	2	13	0	-3	-1	3	3	-2
COc1ccc(CCNC(=O)c2ccc(OCc3c(C)noc3C)c(OC)c2)cc1	-2.8	2	4	-13	12	14	12	9	9
Cc1ccccc1S(=O)(=O)Cc1ccc(C(=O)NCCCN2CCN(C)CC2)o1	1.3	3	0	-22	6	28	5	-8	0
Cn1c(O)c(N=NC(=O)Cn2ccc(C(F)(F)F)n2)c2ccccc21	-1.8	-4	2	-11	-1	16	8	14	3
FC(F)C(F)(F)Oc1cccc(Nc2nccn3c(-c4cccc5cccnc45)cnc23)c1	/	0	7	11	-12	-13	-7	8	/
CC(C)NC(=O)c1cc(-c2cccs2)on1	-0.4	0	2	-2	-5	-1	-2	2	-12
CCN1C(=O)C(CC(=O)Nc2ccc(OC)cc2)N(CCCN2CCN(c3ccc(OC)cc3)CC2)C1=S (stereo not drawn)	-1.5	2	7	7	-3	-18	-3	9	-10
O=C1C2C3C=CC(CC3)C2C(=O)N1c1nccs1 (stereo not drawn)	0.9	-7	1	5	-1	-6	-3	1	27
COc1ccc(C)cc1NC(=O)CSc1nc2ccccc2nc1N1CCCCC1	5.2	0	0	-6	3	-3	0	-6	9
O=C(Nc1ccccc1)c1ccc(NCCc2ccccc2)c([N+](=O)[O-])c1	-1.5	-1	1	3	5	5	7	-13	16
CCOc1ccc(C(CC(=O)O)NS(=O)(=O)c2ccc(C)cc2)cc1OC (stereo not drawn)	1.8	1	0	1	6	0	2	-7	-3
O=C(OCc1nnc(-c2ccccc2)o1)c1ccc(Br)o1	-0.3	5	1	-3	3	6	-2	0	9
CC(OC(=O)CN1C(=O)C2CCCCC2C1=O)C(=O)Nc1ncc(Cl)cc1Cl (stereo not drawn)	0.4	0	1	4	-5	-1	-4	9	11
C=CCOC(=O)C1=C[C@@H](c2csc3ccccc23)[C@H](CCCO)[C@@H](OCC)O1	-0.5	2	1	0	1	12	12	7	2
Cc1ccc(NC(=O)C(C)c2cccc(C(=O)c3ccccc3)c2)cc1O (stereo not drawn)	-0.2	2	10	2	-14	-13	-6	20	14
O=C(Nc1nc(-c2ccccn2)cs1)c1cccc(-n2cnnn2)c1	2.2	2	12	-13	-13	10	8	8	-8
Cc1cc(C)n2nc(CC(=O)NNC(=O)COc3ccccc3)nc2n1	-0.9	0	0	-2	3	-1	6	-2	0
CCOCCCNC(=O)C(c1ccc(C)cc1)N(Cc1ccc2c(c1)OCO2)C(=O)c1cnccn1 (stereo not drawn)	-3.7	0	4	-2	-12	0	5	4	3
CCOc1cc(C2C(C(=O)c3ccco3)=C(O)C(=O)N2Cc2ccccc2)ccc1O (stereo not drawn)	0.1	-2	0	5	5	-2	12	-2	5
CCCS(=O)(=O)NC(=O)C1(C)CCCN(C(=O)c2cc(-c3cccs3)oc2C)C1 (stereo not drawn)	/	0	-1	-16	-2	6	0	-6	/
N#C/C(=C(\O)c1cc(Cl)sc1Cl)c1nc2ccccc2[nH]1	-0.8	-3	2	0	-2	0	2	-5	13
COc1cccc(C(=O)Nc2cccc(C(=O)N3CCOCC3)c2)c1	-2.8	2	1	-2	1	-1	0	0	27
Cc1ccc(CNC(=S)Nc2cc(C)ccc2OC(F)F)cc1	-1.0	-12	0	2	-7	-6	3	9	7
O=C1NC2(CCCCCC2)N=C1c1ccc(Br)cc1	3.2	4	0	35*	3	17	10	-9	-33
Cc1ccc(OCCOCCN2CCCC2)c(Br)c1	1.3	-17	0	0	-4	-5	4	11	-1
CC[C@@]1(C(=O)OC)N[C@H](CN(C)C(C)=O)[C@@H]2C(=O)N(Cc3ccccc3)C(=O)[C@@H]21	0.0	0	0	-8	-1	-3	9	-2	8
COc1cc2c(cc1OC)CN(CC(=O)Nc1cccc(C)c1)CC2	0.2	0	0	2	7	-2	4	-1	23
Cc1ccc(-c2nnc(-c3ccccc3Br)o2)cc1	0.0	-4	-1	-7	-2	6	16	-7	2
COc1ccc(NC(=S)N(CCN2CCOCC2)Cc2cc3cc4c(cc3[nH]c2=O)OCCO4)cc1	-1.5	0	2	-3	9	1	7	0	-2
CCn1c(=O)c2cc(C(=O)Nc3ccccc3OC)sc2c2ccccc21	-0.8	1	1	13	8	5	7	6	3
C=CCn1c(SCC(=O)NCc2cccs2)nnc1C1CCCCC1	0.7	1	2	-9	4	0	19	0	4
O=C1CCCC(=O)C1C(=O)C1CCN(S(=O)(=O)c2ccccc2)CC1	-1.7	-3	0	-4	-2	4	4	-12	21
CC(=O)Cn1cnc2scc(-c3ccc(C)c(C)c3)c2c1=O	-1.0	2	2	0	0	-8	5	11	3
CCOC(=O)N(Cc1ccccc1)Cc1ccc(C(=O)N[C@@H](Cc2ccccc2)C(=O)O)cc1	0.0	-2	-1	0	6	17	8	6	15
COc1ccc([N+](=O)[O-])c(OC)c1C(=O)NC(=O)Nc1c(F)cc(F)cc1F	-2.2	0	0	-8	1	-17	6	2	2
Cc1c(C)c2cc(Cl)c(OCC(=O)NCCCn3ccnc3)cc2oc1=O	0.2	-5	0	0	-2	-2	2	13	-2

Taken from above:
COc1ccc([N+](=O)[O-])c(OC)c1C(=O)NC(=O)Nc1c(F)cc(F)cc1F – CRFBP-R2 block = 2
CC(=O)Cn1cnc2scc(-c3ccc(C)c(C)c3)c2c1=O – CRFBP-R2 block = 3

Entries of single compounds from above. Values in the order: CRFR2-BP ag | CHRM5 agonist | M4 ag | CHRM4 antagonist | M5 PAM | M4 PAM | CHRM1 PAM | CHRM5 antagonist | CRFBP-R2 block
CC[C@@]1(C(=O)OC)N[C@H](CN(C)C(C)=O)[C@@H]2C(=O)N(Cc3ccccc3)C(=O)[C@@H]21 in the list: 0.0 | 0 | 0 | -8 | -1 | -3 | 9 | -2 | 8
COc1ccc(NC(=S)N(CCN2CCOCC2)Cc2cc3cc4c(cc3[nH]c2=O)OCCO4)cc1 in the list: -1.5 | 0 | 2 | -3 | 9 | 1 | 7 | 0 | -2

(further entries)
SMILES	CRFR2-BP ag	CHRM5 agonist	M4 ag	CHRM4 antagonist	M5 PAM	M4 PAM	CHRM1 PAM	CHRM5 antagonist	CRFBP-R2 block
CC(=O)Nc1nnc(SCC(=O)NC2CC2)s1	1.3	-3	1	4	-2	1	9	13	-12
CC(=O)c1c(C)nc(-c2ccccc2)nc1NC(=O)Cc1ccccc1	-1.2	-1	0	-4	2	2	4	6	-3
CCCNC(=O)COC(=O)/C=C/c1ccc2c(c1)OCO2	2.0	-1	0	7	-6	1	-3	5	14
COc1cc(S(=O)(=O)Nc2c(C)nn(C)c2C)ccc1NC(C)=O	-0.1	2	1	-2	7	8	9	0	10
C[C@H]1C=C(C(=O)NCc2ccccc2)O[C@@H](OCc2ccc(CO)cc2)C1	-0.8	3	2	-6	11	14	2	4	-31
COc1ccc(Cn2nnnc2CN2CCC(O)(c3ccc(F)cc3)CC2)cc1	-1.2	-8	2	3	-4	-3	0	11	-5
Cc1ccc(CN2CC(C(=O)NCCCSc3ccccc3)CC2=O)cc1 (stereo not drawn)	0.6	-6	3	-1	-3	5	5	15	56*
COc1ccc(Cl)cc1Cn1c(C)c(C(=O)NCc2cccc(C(F)(F)F)c2)sc1=O	/	-1	0	-10	-5	0	4	4	/
CC(=O)NC(Cc1cccc(F)c1)C(=O)NC1CCN(C(=O)Nc2ccc(C)cc2)CC1 (stereo not drawn)	-1.0	0	2	-16	9	6	23	2	11
CC(C)C(=O)N1CCC1(C)C(=O)NCc1ccc(F)cc1Cl (stereo not drawn)	/	1	3	-10	-4	-2	4	-1	/
Cc1nn(C)c(C)c1NS(=O)(=O)c1ccc(OC(F)(F)F)cc1	0.9	6	5	4	-10	-3	1	6	6
CCCc1cc(=O)oc2c(C)c(OS(C)(=O)=O)ccc12	0.1	-3	1	1	-4	2	2	0	-4

Reprinted from above for reference:
SMILES	CRFR2-BP ag	CHRM5 agonist	M4 ag	CHRM4 antagonist	M5 PAM	M4 PAM	CHRM1 PAM	CHRM5 antagonist	CRFBP-R2 block
C=CCn1c(SCC(=O)NCc2cccs2)nnc1C1CCCCC1	0.7	1	2	-9	4	0	19	0	4
O=C1CCCC(=O)C1C(=O)C1CCN(S(=O)(=O)c2ccccc2)CC1	-1.7	-3	0	-4	-2	4	4	-12	21
CC(=O)Cn1cnc2scc(-c3ccc(C)c(C)c3)c2c1=O	-1.0	2	2	0	0	-8	5	11	3
CCOC(=O)N(Cc1ccccc1)Cc1ccc(C(=O)N[C@@H](Cc2ccccc2)C(=O)O)cc1	0.0	-2	-1	0	6	17	8	6	15
COc1ccc([N+](=O)[O-])c(OC)c1C(=O)NC(=O)Nc1c(F)cc(F)cc1F	-2.2	0	0	-8	1	-17	6	2	2
Cc1c(C)c2cc(Cl)c(OCC(=O)NCCCn3ccnc3)cc2oc1=O	0.2	-5	0	0	-2	-2	2	13	-2
CC(=O)Nc1nnc(SCC(=O)NC2CC2)s1	1.3	-3	1	4	-2	1	9	13	-12
CC(=O)c1c(C)nc(-c2ccccc2)nc1NC(=O)Cc1ccccc1	-1.2	-1	0	-4	2	2	4	6	-3
CCCNC(=O)COC(=O)/C=C/c1ccc2c(c1)OCO2	2.0	-1	0	7	-6	1	-3	5	14
COc1cc(S(=O)(=O)Nc2c(C)nn(C)c2C)ccc1NC(C)=O	-0.1	2	1	-2	7	8	9	0	10
C[C@H]1C=C(C(=O)NCc2ccccc2)O[C@@H](OCc2ccc(CO)cc2)C1	-0.8	3	2	-6	11	14	2	4	-31
COc1ccc(Cn2nnnc2CN2CCC(O)(c3ccc(F)cc3)CC2)cc1	-1.2	-8	2	3	-4	-3	0	11	-5
Cc1ccc(CN2CC(C(=O)NCCCSc3ccccc3)CC2=O)cc1 (stereo not drawn)	0.6	-6	3	-1	-3	5	5	15	56*
COc1ccc(Cl)cc1Cn1c(C)c(C(=O)NCc2cccc(C(F)(F)F)c2)sc1=O	/	-1	0	-10	-5	0	4	4	/
CC(=O)NC(Cc1cccc(F)c1)C(=O)NC1CCN(C(=O)Nc2ccc(C)cc2)CC1 (stereo not drawn)	-1.0	0	2	-16	9	6	23	2	11
CC(C)C(=O)N1CCC1(C)C(=O)NCc1ccc(F)cc1Cl (stereo not drawn)	/	1	3	-10	-4	-2	4	-1	/
Cc1nn(C)c(C)c1NS(=O)(=O)c1ccc(OC(F)(F)F)cc1	0.9	6	5	4	-10	-3	1	6	6
CCCc1cc(=O)oc2c(C)c(OS(C)(=O)=O)ccc12	0.1	-3	1	1	-4	2	2	0	-4
